# AddAB inh: less growth of phage-infected E. coli with AddAB | E. coli expressing H. pylori AddAB, absorbance growth | actives 0.29% (n = 330,000) | inhibition, % at 11.9 µM; in the data active means inhibition above about 12%;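 further: 0% = vehicle wells of infected cells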
# PKA-R1A act: activates the PKA-R1A holoenzyme complex; PKA-R1A dissociation, Cy5-IP20 fluorescence polarization; scaled: DMSO 0%, 113 µM cGMP 100%; P00514+P68181; activation, % at 11.4 µM; actives 0.083% (n = 340,000); AID 504707;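 active means percent activation above the mean of all tested compounds plus 3 SD, cut at about 19% in these data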;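 further: higher means more PKAc released from R1A so a rise in polarization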
# phage Ecoli inh: E. coli growth loss with phage present; growth absorbance; actives 0.26% (n = 360,000); inhibition, % at 11.9 µM; AID 651602; in the data active means inhibition above about 11%
# DAGLB inhibitor: diacylglycerol lipase beta (human) inhibition; Q8NCG7; HEK293T DAGLB membrane lysate, EnzChek fluorogenic substrate; inhibition, % at 5.17 µM; actives 0.059% (n = 340,000); in the data active means inhibition above about 34%;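 further: 0% = enzyme with vehicle and 100% = wells lacking enzyme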
# Tat transport: inhibitors of E. coli Tat protein transport; E. coli MC4100 TorA-mCherry Tat export, fluorescence; inhibition, % at 10 µM; actives 0.036% (n = 340,000); AID 488895;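 active means mean replicate inhibition at least 50% and at least half of replicates individually reaching 50%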;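 further: exported cargo escapes ClpAP degradation while cytoplasmic cargo is degraded and loses fluorescence; 0% = median of neutral control wells and 100% = median of NaSCN control wells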
# HTR5A ag ctr: activates human HTR5A in OPRM1-OPRD1 agonist counter-screen | activation, % at 9.3 µM | actives 0.61% (n = 340,000) | HTR5A agonist assay, luminescence, cell-based; in the data active means activation mostly above about 9.5%, no sharp cut-off; inactive means mostly below about 7.6%;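 further: 0% = cells with vehicle only and 100% = reference agonist; strong numbers were not always called active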
# Target sequence (P47898 whole entry, looked up): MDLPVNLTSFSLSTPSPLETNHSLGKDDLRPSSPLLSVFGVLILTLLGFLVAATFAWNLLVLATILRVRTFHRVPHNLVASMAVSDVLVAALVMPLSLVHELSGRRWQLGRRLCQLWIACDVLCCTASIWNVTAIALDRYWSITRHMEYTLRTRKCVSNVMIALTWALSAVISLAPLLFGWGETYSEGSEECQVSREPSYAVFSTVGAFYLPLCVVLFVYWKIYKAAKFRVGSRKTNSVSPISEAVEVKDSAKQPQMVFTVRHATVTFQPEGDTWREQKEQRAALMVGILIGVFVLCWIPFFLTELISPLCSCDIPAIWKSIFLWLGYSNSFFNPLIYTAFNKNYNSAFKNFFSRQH
# Ecoli viability: counter-screen for AddAB inhibitors: E. coli growth inhibition. actives 0.27% (n = 330,000). inhibition, % at 11.9 µM. E. coli V3065 growth, OD600 absorbance, 18 h;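 active means inhibition above the campaign's mean inhibition across all tested compounds plus 3 SD, cut at about 9.9% in these data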;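 further: uninfected addAB+ strain grown without phage in ampicillin broth; 0% = DMSO wells and 100% = ciprofloxacin 0.95 µg/ml wells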
# PKA-R2B activ: PKA-R2B complex activation | PKA-R2B holoenzyme dissociation, Cy5-IP20 fluorescence polarization; R2B truncated from residue 108, S112A mutant; 0% DMSO only, 100% 113 µM cGMP | P22694+P31323 | actives 0.079% (n = 340,000) | AID 504700 | activation, % at 11.4 µM;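 active means activation above a cutoff set at the mean over all compounds plus 3 SD, cut at about 18% in these data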;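 further: higher means more holoenzyme dissociation and a rise in polarization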
# Target sequence (P31323 whole entry, looked up, other chains not shown, the tested form may be a part): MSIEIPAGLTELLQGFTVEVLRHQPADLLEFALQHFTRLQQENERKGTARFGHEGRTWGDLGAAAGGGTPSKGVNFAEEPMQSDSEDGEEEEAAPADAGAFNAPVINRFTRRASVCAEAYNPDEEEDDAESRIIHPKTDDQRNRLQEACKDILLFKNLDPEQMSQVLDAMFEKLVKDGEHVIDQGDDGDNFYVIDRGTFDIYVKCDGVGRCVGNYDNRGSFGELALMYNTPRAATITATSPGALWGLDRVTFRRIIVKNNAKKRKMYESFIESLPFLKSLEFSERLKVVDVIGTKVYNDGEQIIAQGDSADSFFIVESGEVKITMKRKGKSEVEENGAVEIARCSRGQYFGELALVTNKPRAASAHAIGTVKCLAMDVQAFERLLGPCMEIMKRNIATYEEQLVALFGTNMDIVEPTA
# HTR5A inv ctr: inverse agonist of human HTR5A in OPRM1-OPRD1 counter-screen; AID 504634; inhibition, % at 9.3 µM; HTR5A cell line, luminescence, inverse agonism; P47898; actives 0.083% (n = 340,000); in the data active means inhibition mostly above about 23%, no sharp cut-off; inactive means mostly below about 18%;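 further: 0% = cells with DMSO and 100% = no-cell wells with DMSO; some compounds called inactive have numbers as strong as hits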
# SUMO Mot1 rescue: inhibitors of SUMOylation pathway: yeast Mot1-301 growth rescue | S. cerevisiae Mot1-301 growth rescue, ATP luminescence, 38.5C; percent above DMSO median, 100 means doubled | growth rescue, % at 18.8 µM | actives 1% (n = 320,000);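 active means every valid replicate shows activation above 250% relative to neutral control wells; inactive means the rest, any valid replicate at or below 250%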;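 further: OY570 slx delta 5 strain wells were the positive control but not used for scaling; some compounds called inactive have numbers as strong as hits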
# CDK5 p35 inh: inhibitors of human CDK5/p35 kinase | Recombinant CDK5/p35, ADP-Glo luminescence, 60 min | inhibition, % at 10 µM | actives 0.01% (n = 330,000);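 active means highest replicate inhibition of at least 50% and at least 75% of replicates reaching 50%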;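 further: plate controls were DMSO neutral control for no effect and GW8510 at 10 µM for full effect; many of its hits are not listed in these tables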
# Starred values were filed as active, the others as inactive; x = not tested or not shown.
item	smiles	AddAB inh	PKA-R1A act	phage Ecoli inh	DAGLB inhibitor	Tat transport	HTR5A ag ctr	Ecoli viability	PKA-R2B activ	HTR5A inv ctr	SUMO Mot1 rescue	CDK5 p35 inh
1	COc1cc(S(=O)(=O)N(Cc2cccc(OC)c2OC)CC2CCCO2)ccc1-n1cnnn1 (stereo not drawn)	2.6	-10	-1.4	-1	1	6	-0.8	-7	-19	-3	0.7
2	Cc1ccc(C(=O)COC(=O)CNC(=O)Cc2ccccc2)cc1[N+](=O)[O-]	1.3	-10	3.8	-2	2	-6	-0.8	3	29	-5	0.6
3	O=C(O)CSc1nnc(Cn2c(=O)sc3ccccc32)n1-c1cccc(Cl)c1	1.9	-2	x	2	3	4	0.3	-13	-27	-8	-0.2
4	O=c1c2[nH]c3cccc(Cl)c3c2ncn1CC1CCCO1 (stereo not drawn)	0.8	-4	-0.7	2	-2	-6	-2.3	2	2	56	-0.2
5	CCS(=O)(=O)c1ccc(-c2csc(-c3ccccc3)n2)c(Cl)c1Cl	4.0	-6	4.5	0	-6	7	0.7	4	-15	2	-0.9
6	CSc1cc(-c2ccco2)oc1C(=O)c1ccco1	0.0	6	0.1	-3	6	2	-0.5	5	-3	2	2.1
7	Cc1cc(C)n(CC(O)Cn2c3ccccc3c3ccccc32)c(=O)n1 (stereo not drawn)	-0.4	-4	0.6	8	5	6	1.4	2	-13	0	-3.2
8	Cc1ccc(C(=O)Nc2nnc(S(=O)(=O)N3CCCCCC3)s2)cc1	-0.3	-8	3.0	2	13	-2	0.0	-12	5	11	0.0
9	O=C(CSc1nc2ccccc2[nH]1)N1CCN(C(=O)c2ccco2)CC1	-0.3	-7	-3.9	3	1	-2	-1.9	-4	-15	-3	-0.4
10	COc1cc(Cl)ccc1OCc1cc(C(=O)N2CCCCCCC2)no1	2.0	0	1.6	-3	4	-1	-0.9	-7	9	19	-0.5
11	COc1ccc(CN(CC(=O)NCc2ccccc2)C(=O)c2csnn2)cc1	-0.4	2	4.1	0	-1	0	0.3	6	-2	4	-0.6
12	COc1cc(S(=O)(=O)N(CCc2ccccc2)Cc2cccs2)ccc1-n1cnnn1	-0.6	-10	0.8	-3	-10	0	-0.7	5	-2	11	-3.2
13	[N-]=[N+]=NC(c1ccccc1)c1nc2ccccc2[nH]c1=O (stereo not drawn)	-2.2	-16	2.1	6	7	2	0.3	-2	-9	-10	1.9
14	COC(=O)C1=C(N)OC2=C(C(=O)CCC2)C1c1ccccc1OC (stereo not drawn)	6.1	-5	0.5	-1	1	-2	1.0	18	0	-17	0.0
15	CCSc1ncc(/C=N/Nc2ccccc2)n1C	2.2	-14	2.9	5	-5	1	-0.6	1	-3	82	2.0
16	COc1ccc(NC(=O)/C=C/c2ccc(S(=O)(=O)N3CCOCC3)cc2)cc1	1.9	4	1.6	2	-3	-4	2.1	9	5	1	-0.7
17	Cc1ccc(C)c2nc(SCC(=O)N3CCCc4ccccc43)c(C#N)cc12	2.8	6	1.1	-1	-1	-2	-1.9	0	10	6	-1.0
18	CCCCN(CCCC)C(=O)CN(C)S(=O)(=O)c1ccc2c(c1)n(C)c(=O)c(=O)n2C	2.2	-5	4.2	-2	-8	8	-2.3	5	-1	2	-0.3
19	Cc1ccc(S(=O)(=O)/N=C(/Nc2nc(C)cs2)c2ccccc2)cc1	1.0	4	-0.1	-5	0	-2	-0.5	0	7	-4	1.0
20	O=C(N/N=C1\CC2CC=CC12)c1ccc(O)cc1 (stereo not drawn)	2.9	-5	3.7	-3	-6	-11	1.8	-16	-35	-1	1.9
21	Cc1ccc(C)c(C(=O)COC(=O)c2nn(C)c(=O)c3ccccc23)c1	2.6	-8	2.1	-7	1	1	0.5	1	6	6	0.8
22	COc1ccc(C(=O)CC(=O)C(=O)Nc2ccc(C)c(C)c2)cc1	-2.1	2	2.2	-4	3	2	-0.2	4	-8	538*	1.8
23	C=CCN(CC=C)C(=S)Nc1ccc(OC)c(OC)c1	1.7	1	3.7	0	-6	0	3.8	-1	5	8	3.7
24	COCc1c(C(=O)OCc2nc(N)nc(Nc3ccccc3C)n2)oc2ccccc12	1.6	-2	3.3	-4	-3	0	-1.6	-2	-1	19	-1.4
25	C/C(=N/NC(=O)C(O)(c1ccccc1)c1ccccc1)c1ccc([N+](=O)[O-])o1	-1.6	-2	0.5	1	2	3	1.0	4	-8	x	-0.6
26	CC(C(=O)NC1CCCC1)N(Cc1ccc2c(c1)OCO2)C(=O)c1snc(C(N)=O)c1N (stereo not drawn)	0.3	-6	2.6	3	1	-2	0.1	1	-14	8	-0.7
27	O=C(CNC(=O)c1cccs1)c1ccc(F)cc1	0.1	-10	2.4	-1	1	2	1.9	1	-2	-10	-3.7
28	O=C(c1ccc2[nH]c3c(c2c1)CCCC3)N1CCN(c2ccc(F)cc2)CC1	3.5	-8	2.8	1	2	7	1.6	-3	-17	-9	0.7
29	CC(=O)O/N=C1\C(=O)N(Cc2ccc(C)cc2)c2ccccc21	x	-3	3.3	-12	1	2	x	0	-6	x	-0.1
30	CCc1nnc(NC(=O)C2=CCN(S(=O)(=O)c3ccccc3)CC2)s1	-2.5	-8	-2.1	1	-2	-8	-0.8	-13	21	6	-0.7

# Entries shown so far that have a furan ring, fused or not:
item	smiles	AddAB inh	PKA-R1A act	phage Ecoli inh	DAGLB inhibitor	Tat transport	HTR5A ag ctr	Ecoli viability	PKA-R2B activ	HTR5A inv ctr	SUMO Mot1 rescue	CDK5 p35 inh
6	CSc1cc(-c2ccco2)oc1C(=O)c1ccco1	0.0	6	0.1	-3	6	2	-0.5	5	-3	2	2.1
9	O=C(CSc1nc2ccccc2[nH]1)N1CCN(C(=O)c2ccco2)CC1	-0.3	-7	-3.9	3	1	-2	-1.9	-4	-15	-3	-0.4
24	COCc1c(C(=O)OCc2nc(N)nc(Nc3ccccc3C)n2)oc2ccccc12	1.6	-2	3.3	-4	-3	0	-1.6	-2	-1	19	-1.4
25	C/C(=N/NC(=O)C(O)(c1ccccc1)c1ccccc1)c1ccc([N+](=O)[O-])o1	-1.6	-2	0.5	1	2	3	1.0	4	-8	x	-0.6

# Following part
# Screens in order – AddAB inh | PKA-R1A act | phage Ecoli inh | DAGLB inhibitor | Tat transport | HTR5A ag ctr | Ecoli viability | PKA-R2B activ | HTR5A inv ctr | SUMO Mot1 rescue | CDK5 p35 inh
31	O=C(COc1ccccc1F)NC1CC1
 : 1.4 | -3 | -0.2 | -5 | 21 | 4 | -5.0 | -5 | -13 | 7 | 0.7
32	COC(=O)[C@H](C)NC(=O)COc1ccccc1
 : 1.9 | 5 | 2.6 | 2 | 1 | 0 | -2.1 | 0 | 0 | x | -2.3
33	C=CCSc1nnc(-c2ccc(Cl)cc2Cl)o1
 : 1.4 | -1 | 4.8 | -13 | -4 | 3 | -0.8 | -6 | -64 | -18 | 0.7
34	CC(NCc1ccc(-c2ccccc2)cc1)C(O)c1ccccc1 (stereo not drawn)
 : 4.3 | -12 | 3.0 | -5 | -1 | 3 | 1.7 | -19 | -9 | 6 | 1.2
35	CS(=O)(=O)N1CC(C(=O)NN)Oc2ccc(Cl)cc21 (stereo not drawn)
 : 3.5 | -7 | 2.8 | -1 | 7 | 6 | -0.3 | 5 | -12 | 23 | 1.1
36	N=c1c(-c2nc3ccccc3[nH]2)cc(C(=O)c2ccco2)nn1-c1ccccc1
 : -3.0 | -4 | 3.4 | 6 | -6 | -1 | -2.1 | -4 | 3 | 184 | -0.6
37	COc1ccc(C)cc1NC(=O)Cn1cnnn1
 : -0.4 | -1 | 1.9 | 1 | -1 | -4 | -1.4 | -5 | 22 | -14 | -1.4
38	Cc1cc(C)n(C(C)CNS(=O)(=O)c2ccccc2)n1 (stereo not drawn)
 : 1.8 | 6 | 2.8 | 0 | -3 | 3 | -1.1 | -4 | -8 | 1 | -1.6
39	O=C(CCc1nc2ccccc2c(=O)[nH]1)N1CCN(S(=O)(=O)c2cccc(F)c2)CC1
 : 0.3 | -8 | -2.0 | 3 | -4 | 9 | 0.8 | 7 | 9 | 12 | -0.5
40	CCOc1ccc(N(CC(=O)NC2CCCCC2)S(=O)(=O)c2ccccc2)cc1
 : 2.7 | -4 | 1.8 | -5 | -1 | 4 | -1.8 | -1 | -11 | -15 | 0.3
41	CC(C)=CCCC1(C)C=Cc2c(c(C)cc3c2[nH]c2cc(O)ccc23)O1 (stereo not drawn)
 : 1.2 | -7 | 0.5 | 0 | 7 | -1 | -2.0 | -9 | -5 | 2 | -0.4
42	Cc1ccc(NC(=O)COC(=O)c2ccc(S(=O)(=O)N3CCCC3)cc2)cc1
 : x | -4 | 5.6 | 3 | -1 | 6 | x | 7 | 8 | x | 1.1
43	COC(=O)CSc1nnc(CNc2ccc(Cl)cc2)n1-c1ccccc1
 : -1.8 | 8 | 2.3 | 3 | 1 | 2 | -2.6 | 10 | -8 | 4 | -1.2
44	O=C(NCc1cccs1)c1noc2c1CCCC2
 : -1.6 | -10 | 2.7 | -1 | 3 | 4 | -0.8 | -8 | -12 | -10 | -0.7
45	COCCn1ccc2c(OCC(=O)Nc3cc(OC)ccc3OC)cccc2c1=O
 : -0.1 | -13 | 1.5 | -10 | -1 | 4 | 1.6 | -6 | -21 | 2 | -1.0
46	Cc1ccccc1-c1nc(SCc2ccccn2)c2c(=O)n(C)c(=O)n(C)c2n1
 : 1.0 | -3 | 3.5 | 1 | 0 | -5 | -14 | -8 | 14 | 6 | -1.9
47	COc1ccc(NC(=O)C2=Cc3ccccc3OC2)cc1
 : 3.2 | -13 | 5.5 | -3 | -2 | -3 | 2.3 | -6 | 7 | 20 | 0.4
48	CC(C)(C)[C@H]1COC(=O)CC/C=C\C[C@H](CC(=O)N(CCO)Cc2ccccc2)C(=O)N1
 : 3.7 | 8 | 4.0 | -3 | 9 | 2 | 1.4 | -1 | -12 | -21 | 0.8
49	Nc1cnccc1Oc1cccc(C(F)(F)F)c1
 : -1.0 | 3 | 2.2 | -1 | 0 | 3 | -1.1 | -5 | 4 | 7 | -0.3
50	Cc1noc(C)c1NC(=O)N(C)C[C@H]1Oc2ccc(NC(=O)C3CC3)cc2C(=O)N([C@H](C)CO)C[C@@H]1C
 : 4.8 | 6 | 2.4 | 0 | -4 | 1 | -0.8 | 1 | -13 | 8 | 0.9
51	CCOC(=O)c1[nH]c(C)c(C(=O)NCc2ccc(OC)cc2)c1C
 : 2.8 | -12 | 2.9 | 3 | 1 | -2 | -4.5 | -3 | 6 | 7 | 0.7
52	O=C(NNS(=O)(=O)c1ccccc1F)c1ccccc1-n1cccc1
 : 2.9 | -2 | -0.1 | 0 | 11 | 0 | 1.2 | -3 | -10 | 0 | -3.1
53	O=S(=O)(N/N=C/c1c(F)cccc1Cl)c1ccccc1
 : 3.6 | -6 | 1.5 | 1 | 4 | 3 | 3.6 | 1 | -9 | 34 | -0.1
54	Cc1ccc(S(=O)(=O)CCC(=O)OCC(=O)N(C)CC(=O)Nc2ccc(F)cc2)cc1
 : 1.6 | 2 | -2.2 | 2 | -2 | 0 | -2.4 | -8 | -1 | 4 | -0.2

# Assay outcomes: PubChem, several laboratories
